Assay outcomes: PubChem BioAssay, National Center for Advancing Translational Sciences (NCATS)
EPAC2 antag – qHTS for Antagonist of cAMP-regulated guanine nucleotide exchange factor 2 (EPAC2): primary screen; EPAC2 GEF exchange of Rap1B-BODIPY-GDP, fluorescence; Rap guanine nucleotide exchange factor 4 (Homo sapiens), Q8WZA2; AID 720708, 2013; 360,000 tested, 0.18% active; Potency, µM (highest dose often 114 µM), for inactives: at the top dose activity, negative = inhibition, most hits filed as inhibitors; note: potency is the fitted concentration of half-maximal effect; % is set by controls: 0 for no effect and ±100 for the full control effect; nearly all actives have a fitted effect of over 45% in size; many of its hits are not listed in these tables
EPAC1 agonist – qHTS for Agonist of cAMP-regulated guanine nucleotide exchange factor 3 (EPAC1): primary screen. Rap guanine nucleotide exchange factor 3 (Homo sapiens), O95398. EPAC1 agonist qHTS, biochemical assay; response scale: 100% = response to 6.5 mM cAMP. Potency, µM (titrated, usually from 154 µM), inactives show at the top dose activation, actives largely listed as activators. 360,000 tested, 0.073% active; note: potency is the fitted concentration of half-maximal effect; nearly all actives have a fitted effect of over 60% in size
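EPAC1 100 nM, Rap1B–BODIPY-GDP 250 nM, unlabeled GDP 50 uM; compound titration; 5 min RT; kinetic read ex480/em540 at 5-min intervals ×30 min; data normalized to 6.5 mM cAMP agonist control.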
EPAC1 antagonist – qHTS for Antagonist of cAMP-regulated guanine nucleotide exchange factor 3 (EPAC1): primary screen. Potency, µM (series often up to 115 µM), for inactives: at the top dose activity change, negative = inhibition, actives largely listed as inhibitors. AID 720709, 2013. EPAC1 GEF assay, Rap1b-BODIPY-GDP exchange fluorescence. Rap guanine nucleotide exchange factor 3 (Homo sapiens), O95398. 360,000 tested, 0.14% active;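 note: potency is the fitted concentration of half-maximal effect; plate controls were vehicle for no effect and positive control for full effect; nearly all actives have a fitted effect of over 50% in size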
MmCpn inh – Inhibitors of TCP-1 ring complex (TRiC) of Methanococcus maripaludis (MmCpn): qHTS; purified Mm-Cpn ATPase, ADP Transcreener TR-FRET; Potency, µM (top dose mostly 76.9 µM), without a hit: at the top dose activity, negative = inhibition, usual class: inhibitors; 330,000 tested, 0.031% active; Chaperonin Mm-Cpn (Methanococcus maripaludis); AID 504842, 2011; note: potency is the fitted concentration of half-maximal effect; % is set by controls: 0 for no effect and ±100 for the full control effect; nearly all actives have a fitted effect of over 80% in size
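TR-FRET (320 nm excitation; 590 and 665 nm emission) reports ADP made from 10 uM ATP by 25 nM enzyme; compounds were preincubated 10 min, reaction run 30 min, both at 37°C.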
CCT modulator – High-Throughput Screening for Modulators of Cytosolic Chaperonin Activity | purified chaperonin ATPase assay, HTRF ADP detection, 30 min | activity change, % (concentration not given with the values), hits read low | 360,000 tested, 0.3% active | AID 651819, 2012; in the data active = activity change below about -30%; note: % is set by controls: 0 for no effect and ±100 for the full control effect
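TRiC at 40 or 20 nM final (batch-dependent) in 30 mM Tris pH 7.4, 100 mM KCl, 5 mM MgCl2, 1 mM DTT, with compound at single 76 uM and 10 uM ATP, 30 min at 37 deg C. ADP detected by HTRF Transcreener, 665/615 ratio.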
PI5P4K alpha inh – qHTS for Inhibitors of phosphatidylinositol 5-phosphate 4-kinase (PI5P4K); max response, %; 330,000 tested, 1.2% active; PI5P4Kalpha enzyme, ADP-Glo luminescence, 60 min; hits give low values; AID 652105, 2013; Phosphatidylinositol 5-phosphate 4-kinase type-2 alpha (Homo sapiens), P48426; active = max response of -50% or lower; inconclusive = between -30% and -50%; inactive = -30% or higher; note: value at the top dose of about 77 µM; % is set by controls: 0 for no effect and ±100 for the full control effect
Target sequence (P48426 whole entry, looked up): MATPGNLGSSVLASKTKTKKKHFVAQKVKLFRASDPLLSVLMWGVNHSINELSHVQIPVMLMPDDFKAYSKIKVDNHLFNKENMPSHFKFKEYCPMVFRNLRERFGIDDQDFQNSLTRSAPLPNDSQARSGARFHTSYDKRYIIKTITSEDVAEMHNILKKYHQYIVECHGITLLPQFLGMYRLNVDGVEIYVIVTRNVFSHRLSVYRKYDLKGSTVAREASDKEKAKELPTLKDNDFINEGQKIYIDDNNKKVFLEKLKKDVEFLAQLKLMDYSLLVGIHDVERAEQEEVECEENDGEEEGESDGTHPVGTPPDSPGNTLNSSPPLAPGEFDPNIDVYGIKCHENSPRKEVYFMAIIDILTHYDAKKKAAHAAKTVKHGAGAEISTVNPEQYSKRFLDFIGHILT
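Enzyme plus substrate dispensed, test compounds pinned in, then ATP (5 microM final) added. After 60 min at RT, ADP-Glo reagent 1 for 45 min and reagent 2 for 30 min preceded luminescence imaging.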
WRN inhibitor – qHTS for Inhibitors of WRN Helicase | Bifunctional 3'-5' exonuclease/ATP-dependent helicase WRN (Homo sapiens), Q14191 | WRN helicase unwinding, fluorescent forked duplex, kinetic | Potency, µM (top dose mostly 114 µM), inactives show at the top dose activity change, negative = inhibition, usual class: inhibitors | 360,000 tested, 0.46% active | AID 651768, 2012; note: potency is the fitted concentration of half-maximal effect; % is set by controls: 0 for no effect and ±100 for the full control effect; nearly all actives have a fitted effect of over 55% in size
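Screening of the MLSMR collection measured strand separation of a quenched forked DNA duplex (100 nM) by 20 nM WRN with 2 mM ATP, all final. Compounds were preincubated with enzyme 15 min at room temperature.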
PLK1 PBD inh – qHTS for Inhibitors of PLK1-PDB (polo-like kinase 1 - polo-box domain): Primary Screen; Plk1 PBD binding of FITC phosphopeptide, fluorescence polarization; 360,000 tested, 2.8% active; Potency, µM, inactives show max response, negative = inhibition, hits mostly inhibitors; Serine/threonine-protein kinase PLK1 (Homo sapiens), P53350; AID 720504, 2013; note: potency is the fitted concentration of half-maximal effect; series mostly up to about 57 µM; % is set by controls: 0 for no effect and ±100 for the full control effect; nearly all actives have a fitted effect of over 65% in size
Target sequence (P53350 whole entry, looked up, the tested form may be a part): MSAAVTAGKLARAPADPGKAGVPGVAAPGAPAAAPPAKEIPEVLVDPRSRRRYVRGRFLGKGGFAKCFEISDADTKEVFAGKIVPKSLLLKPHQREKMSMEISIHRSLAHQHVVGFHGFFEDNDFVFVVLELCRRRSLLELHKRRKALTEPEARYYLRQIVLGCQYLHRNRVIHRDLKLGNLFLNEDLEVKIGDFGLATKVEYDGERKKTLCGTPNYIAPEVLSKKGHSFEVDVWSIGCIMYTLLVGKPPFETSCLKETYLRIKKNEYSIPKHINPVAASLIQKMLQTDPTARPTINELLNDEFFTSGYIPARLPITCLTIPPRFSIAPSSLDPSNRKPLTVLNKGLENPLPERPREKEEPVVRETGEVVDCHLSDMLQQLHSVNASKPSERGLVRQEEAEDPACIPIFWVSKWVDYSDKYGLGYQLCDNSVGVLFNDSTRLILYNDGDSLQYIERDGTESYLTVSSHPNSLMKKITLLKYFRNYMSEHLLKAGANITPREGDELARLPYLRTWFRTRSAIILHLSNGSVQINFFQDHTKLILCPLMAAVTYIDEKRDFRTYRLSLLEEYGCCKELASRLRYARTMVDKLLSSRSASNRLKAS
The depositor's hits bear a star; ? = inconclusive; nt = not tested or not shown; & = joins results of further samples; [ ] = dose if it differs, or a comment. Unless noted, calls come from the whole dose curve; as a rule, active = well fitted curve in the direction sought with a large enough effect; inconclusive = small, poorly fitted or top-dose-only effect, or another doubt; inactive = no such curve, though single readings can be large; an effect the other way counts as inactive or inconclusive.

mol	EPAC2 antag	EPAC1 agonist	EPAC1 antagonist	MmCpn inh	CCT modulator	PI5P4K alpha inh	WRN inhibitor	PLK1 PBD inh
O=C(NCc1ccco1)c1ccc2c(c1)N(Cc1ccccc1)CCS2	4%	3%	1%	-16%	-21	3	-7%	-15%
Cn1c(SCC(=O)Nc2ccc3c(c2)OCCO3)nnc1-c1ccco1	-10%	14%	0%	-1%	2.6	11	-2%	0%
COc1cccc(C(O)c2nc(-c3cccc(C(=O)O)c3)cs2)c1 (stereo not drawn)	-7%	-1%	-3%	nt	-3.0	-6	-2%	-4%
CCOC(=O)N1CCN(C(=O)C2CCCN(c3ncnc4c3nc3n4CCCCC3)C2)CC1 (stereo not drawn)	6%	1%	4%	0%	-1.5	-4	2%	-1%
S=c1nc(-c2ccccc2)n(CCN2CCOCC2)c2c1CCCC2	14%	2%	-3%	1%	-0.2	nt	3%	-8%
CCNC(=O)NC(=O)CSc1nc2ccccc2n1CCOC	19%	-4%	-6%	1%	-4.4	-8	-9%	-2%
Cc1ccc(C(=O)OCC(=O)Nc2cccc(S(=O)(=O)N3CCCCC3)c2)s1	-4%	11%	1%	nt	-2.0	-3	-2%	-3%
NC(Cc1ccc(OC(F)F)cc1)C(=O)O (stereo not drawn)	1%	-7%	14%	1%	-2.3	0	3%	-23%
Cc1cccc(C(=O)OCC(=O)c2ccc3c(c2)NC(=O)CO3)c1	20%	-4%	4%	2%	-3.3	5	3%	-6%
CCN(CC)Cc1cc2[nH]c3c4ccc(Cl)cc4ncc3c2cc1OC	9%	21%	0%	-2%	-0.2	3	-34%	-3%&-5%
CCOc1ccc(S(=O)(=O)N2CCN(Cc3ccc4c(c3)OCO4)CC2)cc1C	-22%	10%	-13%	3%	-0.3	4	-1%[57.1 µM]	0%
CCCCNc1c(-c2ccc(OC)c(SC(C)CC)c2)nc2ccc(C)cn12 (stereo not drawn)	?	-34%&-8%[inhibitor]	-22%&-14%	-3%	-1.0&-4.0	-22&14	-12%&-7%	-9%&-19%

Other compounds
mol	EPAC2 antag	EPAC1 agonist	EPAC1 antagonist	MmCpn inh	CCT modulator	PI5P4K alpha inh	WRN inhibitor	PLK1 PBD inh
CC(=O)c1cc(-c2ccc(F)cc2)n(CCC(=O)Nc2cccnc2)c1C	4%	-8%	-22%	-2%	1.0	-1	0%	-1%
Cc1ccc(S(=O)(=O)N2CCCCC2)cc1C(=O)N1CCCC1	-2%	8%	1%	-1%	-1.5	-5	3%	5%
COc1ccc(CN(C)C(=O)c2ccc3ccccc3n2)cc1F	1%	4%	1%	-1%	-0.3	-7	1%[11.6 µM]	-12%
O=C(CCNC(=O)C1CCN(S(=O)(=O)c2ccccc2)CC1)NCCc1ccc(Cl)cc1	-2%	-5%	17%	1%	0.0	0	2%	-6%
Cc1nn(-c2ccccc2)c(N2CCCC2)c1/C=N/NC(=O)c1cccc(S(=O)(=O)Nc2ccc(Cl)cc2)c1	-8%	-1%	6%	-5%	-2.2	-13	-11%	0%
COC(=O)c1c(N)sc(C(=O)NCCc2ccccc2)c1C	2%	12%	3%	0%	-2.4	-8	4%	21µM*
O=C(Cc1ccccc1)NCc1cccnc1	10%	-11%	14%	1%	0.7	-3	5%	-5%
Cc1ccc(NC(=O)COc2ccc(N(C)S(=O)(=O)c3ccc(F)cc3)cc2)cc1	2%	-4%	-10%	1%	0.7	1	-7%	-5%
CNC(=O)OC(C)CNS(=O)(=O)c1ccc(C)cc1 (stereo not drawn)	-4%	0%	3%	1%	-1.0	nt	-5%	0%
O/N=C\c1ccc(-c2ccccc2)o1	1%	-3%	6%	1%	-1.3	0	12%	-4%
CCCCCOc1ccc(C(=O)CCC(=O)NC(C)c2ccc(S(N)(=O)=O)cc2)cc1 (stereo not drawn)	?	1%	-25%	0%	-1.8	1	-4%	4%
O=S(=O)(c1ccc(F)cc1)N1CCN(C(=S)NCCc2ccccc2)CC1	7%	-9%	6%	0%	-1.0	-3	-15%	-2%

Next part:
mol	EPAC2 antag	EPAC1 agonist	EPAC1 antagonist	MmCpn inh	CCT modulator	PI5P4K alpha inh	WRN inhibitor	PLK1 PBD inh
CCOc1ccc(C(CC(=O)O)NC(=O)COc2ccc3ccccc3c2)cc1OC (stereo not drawn)	-7%	-8%	10%	0%	1.1	4	-2%	0%
COc1ccc(CCC(=O)Nc2cccc(S(=O)(=O)N3CCOCC3)c2)cc1OC	7%	2%	-5%	0%	-3.2	-1	2%	-4%
COc1ccc(NC(=O)c2sc3nc(C)nc(N4CCN(c5ccccn5)CC4)c3c2C)c(OC)c1	-7%	14%	9%	-3%	1.7	15	-10%	5%
COc1ccc(C2Nc3ccccc3C(=O)N2NS(=O)(=O)c2ccc(C)cc2)cc1OC (stereo not drawn)	-17%	5%	8%	1%	-0.3	4	4%	-13%
O=C(c1nc2ccccn2c1CNCCOc1cccnc1)N1CCOCC1	-1%	0%	4%	-5%	-3.0	-5	11%	-9%
[O-]/C(=C(\C(=S)Nc1ccccc1F)[n+]1ccccc1)c1ccc(-c2ccccc2)cc1	-3%	-5%	9%	-14%	-2.0	-15	6%	-17%
C=CCNC(=O)C1CC(=O)N(c2ccc(OCC(=O)Nc3ccc(OC)cc3)cc2)C1 (stereo not drawn)	5%	-4%	-1%	1%	0.4	-1	-5%	2%
COc1ccc(C(NC(=O)c2cccc(F)c2)c2ccccc2)cc1 (stereo not drawn)	2%	4%	-10%	3%	0.9	-7	0%	-9%
C[C@@H](C(=O)Nc1ccc2ccccc2c1)[C@@H]1C[C@@]1(C)[C@@H](N)c1ccccc1	-5%	-2%	-26%	nt	1.1	11	-1%	-10%
O=C(NC1CC2CCCC(C1)N2C(=S)NCCc1ccccc1)C1CC1 (stereo not drawn)	3%	6%	-13%	0%	-0.9	1	8%	-10%
O=C1[C@@H](c2ccccc2)CC[C@@H]2C=CC[C@H]3CCN1[C@@H]32	-1%	-21%	8%	nt	0.5	-7	8%	-4%
CN(C)c1ccc(C(O)P(=O)(OC2CCCCC2)OC2CCCCC2)cc1 (stereo not drawn)	-14%	2%	5%	-5%	0.7	5	-1%	-10%

Additional compounds.
mol	EPAC2 antag	EPAC1 agonist	EPAC1 antagonist	MmCpn inh	CCT modulator	PI5P4K alpha inh	WRN inhibitor	PLK1 PBD inh
CC(C)Sc1ncnc2c1cnn2-c1ccccc1	6%	2%	0%	-3%	-1.7	0	-3%	3%
CCC(CC)COC(=O)C1=C(C)NC(=O)NC1c1ccccc1Br (stereo not drawn)	-14%	-2%	-19%	-2%	0.6	12	-11%	-2%
C=CCN(CC=C)C(=O)c1ccc2nc(Cc3ccc(OC)c(OC)c3)oc2c1	2%	4%	-6%	-4%	0.9	1	0%	-3%
OCC1(CCOc2ccccc2)CCN(Cc2nc3ccc(F)cc3[nH]2)CC1	8%	0%	-5%	0%	-5.9	-4	6%	0%
CCOC(=O)c1c(NC(=O)Nc2ccc(F)cc2)sc2c1CCN(C)C2	24%	0%	7%	-12%	0.6	3	-7%	21%
Cc1ccc(OCC(=O)N2C(C)CCCC2C)c([N+](=O)[O-])n1 (stereo not drawn)	2%	-2%	-8%	-1%	-2.8	2	-9%	-1%
CCc1nc2ccc(C(=O)NCCC(C)C)cn2c1N(CC)CCN(C)C	1%	-3%	-6%	nt	-2.6	16	0%	-8%
C[C@@H]1CN([C@@H](C)CO)C(=O)c2cc(NS(=O)(=O)c3ccc(F)cc3)ccc2O[C@@H](C)CCCCO[C@H]1CN(C)C(=O)NC1CCCCC1	3%	-5%	-5%	nt	-3.4	-4	1%	-27%
COc1ccc(N(C(=O)CNC(=O)c2ccco2)C(C(=O)NC2CCCC2)c2ccco2)cc1 (stereo not drawn)	-6%	-10%	6%	?	0.7	-8	5%	-6%
O=C(CCl)Nc1c2c(nn1-c1ccccc1)CSC2	1%	-11%	-28%	2%	-1.3	-8	4%	27µM*
COc1ccc(CCNC(=O)Cn2nc(C)n3nc(-c4ccccc4)cc3c2=O)cc1OC	8%	23%	-16%	-2%	-12	3	6%	0%
COc1cc(C(=O)Nc2ccc(N3CCOCC3)cc2)ccc1OCc1c(C)noc1C	-1%	1%	12%	-1%	2.2	1	-7%	-1%

The results go on:
mol	EPAC2 antag	EPAC1 agonist	EPAC1 antagonist	MmCpn inh	CCT modulator	PI5P4K alpha inh	WRN inhibitor	PLK1 PBD inh
O=c1[nH][nH]c(C(F)(F)F)c1C=NCc1ccc(Cl)cc1	-2%	1%	-1%	1%	-5.8	-4	0%	-1%
Cc1ccc(C(=O)N2CCN(c3ccccn3)CC2)cc1[N+](=O)[O-]	8%	-3%	9%	2%	-5.2	1	-4%[11.6 µM]	-6%
CC(=O)Nc1ccccc1OCC(=O)NCC(F)(F)F	20%	4%	-8%	-6%	-4.4	1	-6%	-13%
COc1ccc(C(c2c(C)n(C)n(-c3ccccc3)c2=O)c2c(C)n(C)n(-c3ccccc3)c2=O)cc1	9%	-4%	4%	-1%	1.0	3	8%	0%
CSc1nnc(C2CCN(CC(=O)Nc3ccccc3N3CCOCC3)CC2)n1C(C)C	-8%	-3%	-17%	1%	-2.6	6	2%	-2%
Cc1ccccc1S(=O)(=O)NC(=O)C1(C)CCN1C(=O)CCc1ccccc1 (stereo not drawn)	-1%	10%	-10%	nt	0.4	6	-7%	-4%
Cc1ccc(S(=O)(=O)N2CCC(C(=O)N3CCC3)CC2)cc1	1%	-2%	-9%	1%	1.2	1	-2%	-4%
CSCCC(NC(=O)c1ccco1)C(=O)N(C)CC(=O)Nc1c(Cl)cccc1Cl (stereo not drawn)	6%	10%	17%	0%	-3.5	-1	2%	-2%
CN1CCN(C(=O)C2C3C=CC(C3)C2C(=O)O)CC1 (stereo not drawn)	4%[57.1 µM]	-1%	6%	0%	-3.1	-5	2%	0%

This is a subset; the hit share may differ from the screen's.
